Rad51 HR inh – human RAD51 strand exchange inhibitors, primary screen, biochemical, fluorescence | 200,000 tested, 0.085% active | DNA repair protein RAD51 homolog 1 (Homo sapiens), Q06609 | hRad51 DNA strand exchange, fluorescence dequenching | inhibition, % at 10 µM;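 active = inhibition above 40% at the single screening dose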;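 note: 0% = DMSO control wells and 100% = blanks with heterologous ssDNA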
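Material: human Rad51–ssDNA filaments; Probe or stimulus: labelled 47-mer dsDNA for strand exchange; Doses: single 10 µM dose; Incubation: 37 °C 15-min filament assembly, 30-min compound preincubation, 15-min exchange; Technique: FRET fluorescence dequenching, excitation 485 nm, emission 520 nm; Measure: Fluorescence-based percent inhibition, control- and blank-normalised; Benchmarks: plate control and blank wells.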
m-calpain inh – inhibitors of pig calpain II, primary screen, biochemical, fluorogenic peptide substrate, 1536-well | purified calpain II, 30 min | inhibition, % at 16 µM | 220,000 tested, 0.37% active;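 active = inhibition above about 50%, limit read from the data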
EP2 modulator – EP2 receptor modulators, cAMP readout, primary screen, cell-based, HTRF cAMP, PGE2 stimulation. Prostaglandin E2 receptor EP2 subtype (Homo sapiens), P43116. EP2-expressing cells, cAMP HTRF FRET, PGE2 co-stimulation. induction, % at 25 µM. 260,000 tested, 0.83% active. AID 940, 2007;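 active = compounds whose cAMP rise, as percent of the full-agonist control response, exceeds 60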;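 note: rat C6 glioma line stably carrying human EP2 under a CMV promoter; the protocol text gives 20 µM as final concentration; 100% = response of wells given 1 µM PGE2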
zVAD death inh – inhibitors of zVAD-triggered necroptosis, primary screen, L929 cells; viability rescue, % at 10 µM; 220,000 tested, 0.38% active; L929 zVAD necroptosis rescue, ATP luminescence, 24 h; with zVAD 60 µM;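 active = activation, scaled between plate controls, above about 75%, limit read from the data; inactive = activation under that limit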;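 note: 0% = zVAD with DMSO and 100% = DMSO alone without zVAD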
TbHK1 inh – Trypanosoma brucei hexokinase 1 inhibitors, primary screen, biochemical, G6PDH-coupled NADH absorbance, MLSCN library | hexokinase 1 [Trypanosoma brucei] | recombinant TbHK1, G6PDH-coupled NADH A340 | inhibition, % at 10 µM | 220,000 tested, 0.11% active | AID 1430, 2008;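 active = inhibition of 50% or more in the single-dose primary screen; inactive = inhibition below 50%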
eIF4E-4G inh – eIF4E–eIF4G protein interaction inhibitors, primary screen, biochemical, uHTS, TR-FRET, eIF4GI fragment; inhibition, % at 21.7 µM; 220,000 tested, 0.37% active; TR-FRET eIF4E-eIF4GI(517-606) binding, 2 h; Eukaryotic translation initiation factor 4E (Mus musculus) + Eukaryotic translation …;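 active = inhibition above about 30%, limit read from the data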;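 note: 0% = full FRET control wells and 100% = background wells lacking eIF4GI fragment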
14-3-3 Bad PPI – inhibitors of 14-3-3 zeta/Bad binding, primary screen, biochemical, TR-FRET, bovine 14-3-3 zeta. TR-FRET 14-3-3zeta/Dy647-pBad peptide displacement, 1 h. inhibition, % at 21.7 µM. 220,000 tested, 0.71% active. AID 781, 2007;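 active = inhibition above about 70%, limit read from the data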;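 note: 0% = full 14-3-3 plus peptide FRET controls and 100% = background without 14-3-3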
Target sequence (P63103 whole entry, looked up): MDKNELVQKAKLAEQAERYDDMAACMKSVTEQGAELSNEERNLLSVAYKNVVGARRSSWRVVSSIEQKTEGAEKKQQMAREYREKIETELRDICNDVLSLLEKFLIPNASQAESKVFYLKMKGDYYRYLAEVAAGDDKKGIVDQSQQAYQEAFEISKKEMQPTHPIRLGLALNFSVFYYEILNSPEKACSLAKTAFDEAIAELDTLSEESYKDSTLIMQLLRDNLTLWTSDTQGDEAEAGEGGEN
EP2 antag – human EP2 receptor antagonists, primary screen, TR-FRET cAMP, C6 glioma cells; Prostaglandin E2 receptor EP2 subtype (Homo sapiens), P43116; inhibition, % at 25 µM; C6 glioma cells expressing human EP2; cells stimulated with saturating PGE2; 260,000 tested, 0.52% active; AID 1422, 2008;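 active = percent inhibition above 40 after rounding to a whole number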;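 note: rat C6 glioma host cells with rolipram phosphodiesterase inhibitor present; the protocol text gives 20 µM as final concentration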
Hck Nef HTS – inhibitors of Nef-activated human Hck kinase, primary screen, biochemical, Z-Lyte FRET, 384-well, Hck-YEEI; Tyrosine-protein kinase HCK (Homo sapiens), P08631; Recombinant Hck-YEEI plus Nef, Z-Lyte FRET kinase assay; inhibition, % at 20 µM; 220,000 tested, 0.68% active;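 active = Hck-Nef kinase inhibition above about 50%, limit read from the data; inactive = inhibition below that limit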;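 note: 0% = DMSO with Hck plus Nef and 100% = Hck alone without Nef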
Target sequence (P08631 whole entry, looked up): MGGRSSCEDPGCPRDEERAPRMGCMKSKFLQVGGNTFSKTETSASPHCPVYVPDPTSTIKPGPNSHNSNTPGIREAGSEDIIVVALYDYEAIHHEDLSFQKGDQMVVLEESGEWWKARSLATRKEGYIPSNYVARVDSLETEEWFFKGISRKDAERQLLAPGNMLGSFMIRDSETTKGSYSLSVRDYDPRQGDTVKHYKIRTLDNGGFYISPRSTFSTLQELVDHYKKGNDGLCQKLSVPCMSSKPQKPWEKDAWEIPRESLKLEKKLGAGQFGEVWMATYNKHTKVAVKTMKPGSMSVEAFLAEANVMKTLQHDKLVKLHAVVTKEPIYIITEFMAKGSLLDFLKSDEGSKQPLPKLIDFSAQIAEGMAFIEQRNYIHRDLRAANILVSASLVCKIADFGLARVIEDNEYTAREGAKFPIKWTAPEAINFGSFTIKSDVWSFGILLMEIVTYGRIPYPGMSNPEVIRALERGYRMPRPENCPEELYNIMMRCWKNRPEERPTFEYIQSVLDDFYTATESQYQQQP
* = called active by the depositor; i = inactive; nt = not tested or not shown; & = joins results of further samples; [ ] = dose if it differs, or a comment. The list is partial. The share of hits here may be higher or lower than overall.

structure,Rad51 HR inh,m-calpain inh,EP2 modulator,zVAD death inh,TbHK1 inh,eIF4E-4G inh,14-3-3 Bad PPI,EP2 antag,Hck Nef HTS
CCOc1c(Br)cc(CNC2CCCCCCC2)cc1OC,-6.3,22.8,-23.7,0.5,12.1,-3.3,0.3,8.2,-20.3
CC(=O)c1ccc(N2CCN(C(=O)c3nn(Cc4ccccc4)c(=O)c4ccccc34)CC2)cc1,-6.6,18.9,-36.5,-0.9,-20.8,2.8,7.8,6.8,14.2
COc1cc(N2C(=O)NC3CC2(C)Oc2ccccc23)cc(OC)c1OC (stereo not given),nt,10.3,13.2,-0.2,-4.5,0.1,8.2,14.5,-0.4
O=C(N1CCOCC1)n1nnc2ccccc21,nt,-19.4,0.1,-0.1,-0.7,2.8,-3.6,nt,1.1
O=C(NCCOc1ccccc1Cl)C(=O)NCCOc1ccccc1Cl,-3.0,-21.6,-14.5,3.4,-4.8,0.5,-2.6,5.8,-41.4
CCCCCCCCCCCC(=O)NC(C(=O)OCC)C(O)c1cccc([N+](=O)[O-])c1 (stereo not given),2.6,-33.0,33.3,-0.1,2.4,-6.0,-3.6,14.5,0.0
O=C(Nc1nnc(C2CCCCC2)s1)c1ccc(Br)s1,-5.1,29.4,16.2,0.4,-14.7,-14.3[fluorescence artefact?],-20.2[fluorescence artefact?],25.0,-0.5
CCOC(=O)N1CCN(S(=O)(=O)c2cc(Cl)c(OC)cc2Cl)CC1,-7.4,19.5,-14.1,0.3,-4.0,0.6[fluorescence artefact?],5.2,7.8,-0.4
Cc1cccc(C(=O)C2CCOC(C)(C)C2)c1 (stereo not given),-1.3,-12.2,-15.5,0.1,-11.9,5.2,3.7,5.0,9.2
O=C(/C=C/c1ccc2c(c1)OCO2)Nc1nc(-c2ccc(F)cc2)cs1,-0.6,5.0,-35.4,1.5,-0.7,2.9,5.2,10.0,1.7
CCOC(=O)c1c(NC(=O)c2ccccc2Br)sc2c1CCc1ccccc1-2,2.9,-126.5,32.8,0.1,-15.6,-11.3[fluorescence artefact?],-7.2[fluorescence artefact?],4.2,1.7
CCN1CCN(C(=O)C2=C(C(=O)O)CCCC2)CC1,-4.1,-23.7,23.7,-0.1,-3.2,1.8[fluorescence artefact?],12.1,6.6,1.0
C=CCOC(=O)C1=C(C)N=C2SCCC(=O)N2C1/C=C/c1ccccc1OC (stereo not given),2.2,12.2,28.9,0.2,-16.0,6.3,-10.3,3.3,-0.3
Cc1ccc(-n2c3c(cc(C(=O)NCc4ccco4)c2=O)C(=O)CCC3)cc1,nt,-3.5,17.6,-0.9,-11.6,-2.4,-8.5,3.3,20.2
Cc1ccc(CNC(=O)CCS(=O)(=O)c2ccc(Br)s2)o1,-0.8,-12.5,11.4,-0.1,0.1,2.9,-2.6,5.5,1.4

Brought forward from above: 3 entries; new compounds follow.
structure,Rad51 HR inh,m-calpain inh,EP2 modulator,zVAD death inh,TbHK1 inh,eIF4E-4G inh,14-3-3 Bad PPI,EP2 antag,Hck Nef HTS
C=CCOC(=O)C1=C(C)N=C2SCCC(=O)N2C1/C=C/c1ccccc1OC (stereo not given),2.2,12.2,28.9,0.2,-16.0,6.3,-10.3,3.3,-0.3
Cc1ccc(-n2c3c(cc(C(=O)NCc4ccco4)c2=O)C(=O)CCC3)cc1,nt,-3.5,17.6,-0.9,-11.6,-2.4,-8.5,3.3,20.2
Cc1ccc(CNC(=O)CCS(=O)(=O)c2ccc(Br)s2)o1,-0.8,-12.5,11.4,-0.1,0.1,2.9,-2.6,5.5,1.4
Cc1ccc(Nc2nc(C)cc(C)n2)c(Br)c1,-6.7,-2.4,42.8,-0.2,2.3,-4.1,-9.8,2.5,-1.2
NC(=S)N/N=C\c1c2ccccc2cc2ccccc12,-4.4,6.9,-2.4,-0.8,-4.0,-0.5[fluorescence artefact?],-3.8[fluorescence artefact?],5.5,0.8
CCOC(=O)C1CCN(c2ccc(C(=O)O)cc2[N+](=O)[O-])CC1,4.8,15.4,0.4,0.4,-0.7,0.0,3.7,7.2,1.8
O=c1cc(CN2CCN(c3cccc(Cl)c3)CC2)c2cc3c(cc2o1)CCCC3,2.0,-40.0,3.4,0.2,16.7,-1.5,-9.1,5.8,-19.1
O=C(NCCCO)C(=O)c1c(-c2ccccc2)cc2ccccn12,6.2,-15.8,27.3,0.0,-3.9,-1.4,-21.1,4.3,18.7
CCC(=O)c1ccc(N2CCC(C)CC2)c(F)c1,0.8,-6.5,18.8,12.3,-8.3,-0.9,-6.0,7.8,21.4
CC(C)c1nc2c([nH]1)c(=O)n(C)c(=O)n2C,-2.8,14.2,0.6,-0.3,-1.6,3.1,14.5,13.0,1.7
C1=CCC(CN2CCNCC2)CC1 (stereo not given),-0.9,-7.4,-22.8&2.6,-2.5,5.0,0.6,7.7,8.1&4.3,19.6
O=C(Cc1cccs1)N/N=C/c1ccco1,-4.8,-18.0,17.1,0.4,-5.4,0.4[fluorescence artefact?],-5.2,6.4,1.5
O=C(Nc1ccc2oc(-c3ccccc3Cl)nc2c1)c1cncc(Br)c1,0.2,-93.2,0.4,5.8,-2.6,-1.3,12.1,7.6,13.0
Cc1nn(-c2ccccc2)nc1C(=O)NNC(=O)c1ccc(C(F)(F)F)cc1,-21.9,9.1,-42.1,0.7,-11.3,3.3,5.2,2.5,9.7
COc1ccc2cc(C(C)=O)c(=O)oc2c1,nt,-41.9,35.0,0.6,-25.6,8.2,16.0[fluorescence artefact?],10.3,4.4
COc1cc(OC)c2c(-c3ccccc3)cc(=O)oc2c1C(CC(=O)N1CCN(c2ccccc2)CC1)c1ccc(N(C)C)cc1 (stereo not given),2.3,-76.7,36.2,0.1,-26.7,-2.1,0.0,8.4,29.9
Cc1ccc(-n2c(SCC(=O)NCCN3C(=O)CSC3=O)nnc2-c2ccccc2F)cc1,-2.4,18.3,10.5,-0.9,1.8,0.0,-11.9,7.2,0.6
COC(=O)c1cc2oc3ccccc3c2n1CC(=O)N1CCCc2ccccc21,-3.7,-74.5,31.6,-0.7,-2.7,-3.2,-8.4,6.5,-1.2
CCc1cc(C(=O)COc2ccc(F)cc2)c(O)cc1O,8.9,15.6,-2.1,-0.3,-29.1,2.0,-5.9,2.1,-1.5
Oc1ccc(Oc2ncc(Cl)cc2Cl)cc1,-9.1,9.0,27.6,-1.0,-4.1,3.8,-1.9,3.9,4.7
Cc1cccc(C)c1N(CC(=O)N1CCN(C)CC1)S(C)(=O)=O,3.2,-1.9,63.6*,0.0,0.2,-0.2,-1.4,14.5,-0.6
Cn1c(SCC(=O)NC(C)(C)C)nc(O)cc1=O,-3.7,3.0,-11.5,2.1,4.0,0.0,-1.2,5.8,0.5
Cc1ccc(-c2cc([C@H]3[C@@H]4C=CCC[C@@]4(C)C(=O)N3Cc3ccccc3)ccc2F)cc1,2.9,-1.1,-6.4,-0.1,2.0,-1.9,-5.4,15.3,21.9
O=C(CSCc1ccc(Cl)cc1Cl)Nc1c[nH]c(=O)[nH]c1=O,2.5,-8.6,19.6,0.6,6.5,-2.3,0.7,6.3,6.5
COc1ccc(C2C=C(c3ccccc3)Nc3ncnn32)cc1 (stereo not given),-4.0,i,-12.3,0.1,-24.9,4.8,-9.4,18.2,0.7
O=C(Nc1ncn[nH]1)c1c(Cl)ccc(Cl)c1Cl,4.0,-37.1,-3.6,0.0,6.0,2.4[fluorescence artefact?],5.6[fluorescence artefact?],24.7,4.1
CCOc1ccc(NC(=O)c2ccc(S(=O)(=O)N(C)C)cc2)cc1,3.2,-9.8,6.0,4.4,-9.4,3.5,6.4,12.9,0.9
Cc1cccc(NC(=S)Nc2cccc(C(F)(F)F)c2)n1,6.5,10.5,32.6,0.7,31.4,-16.4[fluorescence artefact?],-16.0[fluorescence artefact?],5.5,-2.0
COc1nc(Nc2cccc([N+](=O)[O-])c2)nc(OC)n1,-4.6,-16.4,-17.9,3.5,-1.0,-1.5,-3.4,5.0,26.8
Oc1ccc(-c2nc3ccccc3s2)cc1,nt,-110.6,-43.2,0.9,-24.0,1.9,1.1,8.3,46.7
CC1(C)OC(=O)N2CCc3ccccc3C21C (stereo not given),1.9,-11.0,0.6,-0.2,1.7,0.3,-13.0,9.1,2.9
C=CCCc1ccc(C#N)c(SCc2c(C(=O)OCC)c3cc(OC(C)=O)c(Br)cc3n2C)n1,3.8,17.9,5.0,5.1,-9.3,-0.1,-12.5,6.1,1.4
O=S(=O)(Nc1ccc(Br)cn1)c1cccs1,-3.1,2.6,26.3,0.0,0.8,-0.2,5.7,1.7,-16.8
O=C(CCN1CCN(c2ccc(Cl)cc2)CC1)Nc1nccs1,4.8,-6.9,-27.1,0.7,-2.8,-1.5[fluorescence artefact?],4.2[fluorescence artefact?],3.6,0.2
Cc1cc(C)nc(OC(=O)c2c(Cl)cc(Cl)cc2Cl)n1,-29.4,-3.4,13.5,1.1,-3.9,2.9,-8.2,10.4,-6.7
CCOCCCNC(=O)C(NC(=O)c1ccccc1O)c1ccc(Cl)cc1 (stereo not given),nt,-166.2,6.0,1.3,-12.3,1.9,10.4,5.6,16.0
O=C(Cn1c(=O)n(-c2ccccc2)c(=O)c2oc3ccccc3c21)Nc1ccccc1,-11.8,-1.6,32.2,0.6,-5.4,0.1,-0.1,9.4,0.6

Assay outcomes from PubChem.
